Bioassay records as filed in PubChem BioAssay.
Hck Nef HTS: inhibitors of human Hck kinase activated by Nef | P08631 | Recombinant Hck-YEEI plus Nef, Z-Lyte FRET kinase assay | inhibition, % at 20 µM | hit rate 0.68% among 220,000 | AID 463187;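 active = Hck-Nef kinase inhibition above about 50%, limit read from the data; inactive = inhibition below that limit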;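 also: 0% = DMSO with Hck plus Nef and 100% = Hck alone without Nef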
Target sequence (P08631 whole entry, looked up): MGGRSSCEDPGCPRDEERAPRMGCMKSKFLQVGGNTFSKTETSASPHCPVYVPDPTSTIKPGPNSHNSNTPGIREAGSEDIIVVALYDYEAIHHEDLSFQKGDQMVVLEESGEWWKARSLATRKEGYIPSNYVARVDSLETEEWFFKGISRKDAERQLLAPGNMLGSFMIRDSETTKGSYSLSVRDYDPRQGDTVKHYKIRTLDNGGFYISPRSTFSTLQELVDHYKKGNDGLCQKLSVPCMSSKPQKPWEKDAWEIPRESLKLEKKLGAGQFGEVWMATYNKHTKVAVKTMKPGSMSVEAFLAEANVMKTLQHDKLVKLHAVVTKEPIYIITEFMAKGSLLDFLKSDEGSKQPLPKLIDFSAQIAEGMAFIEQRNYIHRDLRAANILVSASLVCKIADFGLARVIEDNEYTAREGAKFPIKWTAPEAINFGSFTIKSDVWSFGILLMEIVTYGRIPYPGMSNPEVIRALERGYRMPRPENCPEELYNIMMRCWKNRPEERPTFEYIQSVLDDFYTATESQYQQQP
TNF necrop inh: inhibitors of TNF-alpha induced necroptosis in Jurkat FADD-/- cells. Jurkat FADD-/- TNF necroptosis rescue, ATP luminescence, 24 h; 0 = TNF only, 100 = no-TNF cells. activation (protection from cell death), % at 10 µM. hit rate 0.068% among 220,000. AID 463075;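 active = activation, meaning protection from cell death, of at least 50% relative to plate controls; inactive = activation below 50%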;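 also: necroptosis triggered by 40 ng/mL TNF-alpha added together with compound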
L929 necroptosis: L929 zVAD cell death inhibition. viability rescue, % at 10 µM. L929 zVAD necroptosis rescue, ATP luminescence, 24 h; with zVAD 60 µM. hit rate 0.38% among 220,000;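 active = activation, scaled between plate controls, above about 75%, limit read from the data; inactive = activation under that limit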;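 also: 0% = zVAD with DMSO and 100% = DMSO alone without zVAD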
EP2 mod: modulators of human EP2 prostaglandin E2 receptor; P43116; EP2-expressing cells, cAMP HTRF FRET, PGE2 co-stimulation; induction, % at 25 µM; hit rate 0.83% among 260,000; AID 940;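 active = compounds whose cAMP rise, as percent of the full-agonist control response, exceeds 60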;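 also: rat C6 glioma line stably carrying human EP2 under a CMV promoter; the protocol text gives 20 µM as final concentration; 100% = response of wells given 1 µM PGE2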
Target sequence (P43116 whole entry, looked up): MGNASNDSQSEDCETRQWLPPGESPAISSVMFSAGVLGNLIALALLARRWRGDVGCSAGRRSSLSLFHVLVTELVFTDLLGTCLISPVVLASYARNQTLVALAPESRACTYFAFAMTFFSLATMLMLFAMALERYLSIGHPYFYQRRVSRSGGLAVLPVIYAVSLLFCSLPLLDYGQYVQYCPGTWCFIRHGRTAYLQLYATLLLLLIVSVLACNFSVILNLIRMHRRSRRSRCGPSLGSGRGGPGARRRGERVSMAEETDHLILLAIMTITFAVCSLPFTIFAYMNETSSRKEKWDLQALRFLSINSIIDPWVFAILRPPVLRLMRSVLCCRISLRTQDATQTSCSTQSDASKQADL
Runt-CBFb FRET: Runt domain-CBFb interaction inhibition | Q01196+Q13951 | inhibition, % at 20 µM | Cerulean-Runt/Venus-CBFb FRET ratio 530/480, 1 h | AID 1496 | hit rate 0.46% among 220,000;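 active = inhibition over about 50% at 20 µM in the single-dose screen, limit read from the data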;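 also: 0% = DMSO wells and 100% = excess unlabeled CBFb competitor control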
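Assay system: Cerulean-tagged RUNX1 Runt domain (FRET donor) fusion protein / Amount: 100 nM each of Venus-CBFb and Cerulean-Runt domain / Medium: Tris buffer pH 7.5 with salts and BSA / Also added: Venus-CBFb 100 nM / Schedule: 1 h complex formation plus 1 h compound treatment, room temperature / Signal: FRET fluorescence / Read-out: loss of energy transfer signal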
RBBP9 inh: blocks human serine hydrolase RBBP9 | recombinant RBBP9, FP-Rh probe fluorescence polarization | hit rate 0.2% among 220,000 | O75884 | AID 1515 | inhibition, % at 7.94 µM;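 active = inhibition above the campaign mean of all tested compounds plus 3 SD, cut at about 14% in these data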;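 also: plate controls were DMSO wells with RBBP9 for no effect and wells lacking RBBP9 protein for full effect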
Target sequence (O75884 whole entry, looked up): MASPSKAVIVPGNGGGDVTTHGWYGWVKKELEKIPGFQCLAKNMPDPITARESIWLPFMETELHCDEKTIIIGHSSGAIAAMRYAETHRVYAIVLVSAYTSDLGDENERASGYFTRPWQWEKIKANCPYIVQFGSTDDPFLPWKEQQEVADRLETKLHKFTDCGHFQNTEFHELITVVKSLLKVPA
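System: RBBP9 protein / Quantity: 2.5 µM RBBP9 dispensing solution, before mixing / Also added: Serine-hydrolase probe FP-Rh, 375 nM pre-mixing / Dosing: 7.94 µM single dose, 0.794% DMSO / Timing: enzyme-compound preincubation 30 min, then probe labeling 45 min, 25 °C / Signal: FP readout at 525/598 nm / Controls: DMSO-treated enzyme wells and wells lacking RBBP9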
PERK inhibitor: blocks human PERK kinase | Q9NZJ5 | CHO PERK-DD fusion, SEAP luminescence translation reporter | inhibition, % at 5.6 µM | hit rate 0.17% among 220,000;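 active = inhibition above the mean inhibition of all tested compounds plus 3 SD, set separately per screening campaign, cut at about 2.9% in these data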;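 also: PERK kinase domain activated by AP20187 dimerizer at 100 nM; 0% = DMSO with dimerizer and 100% = rapamycin at 8.4 µM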
Runt-SMMHC FRET: inhibitors of human RUNX1 Runt domain binding to CBFb-SMMHC; Q01196+Q13951; Cerulean-Runt/Venus-CBFb-SMMHC FRET ratio 530/480, 1 h; inhibition, % at 20 µM; hit rate 0.74% among 220,000; AID 1434;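 active = mean inhibition across duplicate retests at 20 µM reaching about 50%, limit read from the data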;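 also: 0% = DMSO wells and 100% = wells with excess untagged CBFb-SMMHC; inhibitors lower the FRET ratio by blocking Runt binding to CBFb-SMMHC; some results filed as inactive read as strong as hits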
EP2 antag: inhibitors of human EP2 prostaglandin E2 receptor; P43116; C6 glioma cells expressing human EP2, cAMP TR-FRET; cells stimulated with saturating PGE2; inhibition, % at 25 µM; hit rate 0.52% among 260,000; AID 1422;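 active = percent inhibition above 40 after rounding to a whole number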;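 also: rat C6 glioma host cells with rolipram phosphodiesterase inhibitor present; the protocol text gives 20 µM as final concentration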
Active calls of the source: *; nt = no result given. Some of the compounds tested; rates above refer to the full screens.

SMILES	Hck Nef HTS	TNF necrop inh	L929 necroptosis	EP2 mod	Runt-CBFb FRET	RBBP9 inh	PERK inhibitor	Runt-SMMHC FRET	EP2 antag
CCOc1cccc(C(=O)NC(=S)Nc2ccc(N3CCCC3)cc2)c1	0	-2.4	-0.1	5	17	-8	0.4	1	10
COC(=O)c1ccc2c(=O)n(CC3CCCO3)c(SCC(=O)NCCc3ccc(S(N)(=O)=O)cc3)nc2c1 (stereo not drawn)	19	1.6	1.3	-3	-2	-2	0.7	2	5
CN1CCN(C(=O)c2ccc3c(c2)OCCO3)CC1	6	-1.0	-0.9	18	-1	-1	1.2	0	9
O=C(CCNC(=O)Cn1ccc2ccccc2c1=O)NCC1CCCC1c1ccccc1 (stereo not drawn)	-6	-0.5	0.7	9	-1	-9	-0.4	2	4
C=CCOc1c(Br)cc(CNc2nccs2)cc1OC	3	-0.4	0.2	8	-2	-7	0.3	-3	4
COc1ccc2cc(CCNC(=O)C3CC3)c(=O)[nH]c2c1	2	1.2	0.7	34	0	-11	0.7	3	nt
COc1ccc(NC(=O)Nc2ccc3oc(C)nc3c2)cc1	26	0.9	9.7	-35	2	0	0.2	-4	5
O=C1c2ccccc2COc2ccc(O)cc21	1	-0.7	0.7	-17	15	-4	1.4	2	6
Cc1cccc(C)c1NC(=O)C(NC(=O)c1ccccn1)c1ccccc1[N+](=O)[O-] (stereo not drawn)	2	1.7	-1.8	13	3	-3	-0.3	2	1
Cc1ccc(S(=O)(=O)N(C)c2ccccc2)cc1	3	-1.0	0.3	12	0	14*	0.5	-2	9
COc1ccc(-c2c3c(cc(C)[n+]2[O-])oc2ccc(OC)cc23)cc1	7	0.9	0.5	37	0	-7	-0.1	2	12
O=C(COc1ccccc1)Nc1ccc(-c2nnc(-c3ccco3)o2)cc1	1	1.5	0.2	8	-1	-4	0.8	1	15
O=C(NCCN1C(=O)S/C(=C\c2cccnc2)C1=O)C1=NN(c2ccccc2)C(=O)CC1	0	0.2	2.1	2	4	-1	0.8	-3	4
COc1ccc(C(=O)/C=C/N(C)C)cc1OC	3	-2.4	0.6	18	-5	-8	-1.3	-2	14
CCN(C(=O)CSc1nc2ccccc2c(=O)n1-c1cccc(C)c1)C1CCS(=O)(=O)C1 (stereo not drawn)	4	0.6	-0.7	1	0	-6	0.1	1	8
CCC(C(=O)c1ccc2ncccc2c1)c1ccccc1 (stereo not drawn)	1	1.9	1.1	10	-6	-6	0.2	2	7
CCC(=O)NNc1ncnc2ccccc12	1	1.0	1.1	3	2	1	0.2	-1	6
COc1ccc(C(=O)NC(=S)Nc2ccccc2N2CCN(S(C)(=O)=O)CC2)cc1OC	0	-5.7	0.4	-5	-4	-10	-0.6	-1	11
C=CCNC(=O)c1c(N)n(-c2cccc(S(N)(=O)=O)c2)c2nc3ccccc3nc12	58*	-12	-0.1	-34	80*	3	0.1	38	10
COc1ccc(-n2c(=O)[nH]cc(C(=O)Nc3ccc(NC(C)=O)cc3)c2=O)cc1	0	-0.6	0.1	nt	-3	-22	0.6	-85	16
Cc1c(NC(=O)c2c(N)sc3c2CCCC3)c(=O)n(-c2ccccc2)n1C	24	0.6	3.2	0	24	-6	1.2	13	10
CCCNC(=O)c1nn2cc(Br)cnc2c1Cl	13	0.6	-0.2	17	0	-4	0.0	-3	8
Cc1cccc(Nc2nnc(SCC(=O)Nc3cccc(S(=O)(=O)N4CCCCC4)c3)s2)c1	2	3.8	1.7	-24	2	-30	-0.3	4	6
Cn1ccnc1SCC(=O)Nc1cccc(S(=O)(=O)N2CCCCCC2)c1	28	0.0	-1.3	0	2	3	0.7	-1	4
Cc1cccc(OCc2nnc(SCC(=O)OC3CCCCC3)o2)c1	-2	0.4	4.6	22	-4	-4	0.8	-3	4
O=C(NCCOCc1ccccc1)C(c1ccccc1)c1ccccc1	3	-1.0	-1.1	31	-2	-10	1.4	0	5
CCCCOCCCNC(=O)CCCOc1ccccc1	1	-1.6	-0.8	-12	0	-11	0.5	-2	11
COc1ccc(NC(=S)NC(NC(=O)c2cccc(Cl)c2)C(Cl)(Cl)Cl)c([N+](=O)[O-])c1 (stereo not drawn)	6	-3.8	1.6	-36	2	-17	-0.7	1	9
O=C(CCC1N=C2c3ccccc3N=C(SCc3ccccc3Cl)N2C1=O)NCc1ccco1 (stereo not drawn)	2	-0.1	0.1	2	-1	-4	-1.7	4	10
Cc1ccc(C(=O)N2CCCC2)cc1Br	-2	-0.6	-0.5	-1	0	0	-0.2	2	12
CCOC(=O)CN1N=C(/C=C/c2ccccc2)CCC1=O	1	1.1	0.4	nt	nt	-6	-0.2	nt	13
C/C(=N\NS(=O)(=O)c1ccc(Cl)c([N+](=O)[O-])c1)c1ccc(C)o1	0	-1.4	-0.8	8	33	1	1.0	10	5
COc1ccc(-c2c(C)n([O-])c3c([n+]2=O)CCCC3)c(OC)c1	-22	0.6	0.5	8	-4	-14	-0.6	2	5
COc1ccccc1N1CCN(C(=S)NC(=O)/C=C/c2ccccc2)CC1	-4	-3.2	1.1	21	2	-2	-1.4	0	5
C=CCN1C(=O)c2cccc3c(N4CCCCC4)ccc(c23)C1=O	9	2.4	46	28	-340	-2	0.8	-58	9
CCOc1ccc(C(=O)NC2CCN(S(C)(=O)=O)CC2)cc1	0	-1.3	0.2	11	0	-8	0.2	3	8
COc1ccc(C(C(=O)NC2CCCC2)N(CCN2CCOCC2)C(=O)c2ccc(OC)c(OC)c2)cc1 (stereo not drawn)	-2	-1.0	-0.7	13	1	1	0.0	3	5
Cc1ccc(Nc2nc(N)nc(CSc3nccn3C)n2)cc1	1	0.1	0.2	-3	1	-6	-0.1	-1	12
Nc1nc2nc(-c3ccc(Cl)cc3)cc(C(F)(F)F)n2n1	-2	-5.2	0.8	4	24	-5	0.4	76*	9
Cc1cc2oc(=O)cc(CN3CCN(Cc4ccccc4)CC3)c2cc1Cl	-1	0.2	-0.3	-22	-1	-6	-0.2	-6	3
O=[N+]([O-])c1ccc(OCC(O)CN(CCO)CCO)cc1 (stereo not drawn)	-3	1.2	0.1	26	0	0	0.7	3	7
Cc1ccc(-c2cc(C(=O)NCc3cnn(C)c3)c3cc(Br)ccc3n2)cc1	18	2.8	1.0	3	-1	-2	-0.3	0	12
OCCNC(=S)NCCc1ccccc1	0	1.3	-0.2	13	-1	-13	-0.2	-1	3
Cc1nc(SCC(=O)N2CCN(c3ccccc3)CC2)c2oc3ccccc3c2n1	0	-13	-0.2	-27	-4	7	0.0	1	22
Cc1nn(C(C)C(=O)N2CCN(c3ccccn3)CC2)c(=O)c2cc3occc3n12 (stereo not drawn)	-2	1.3	1.9	1	-2	-1	-1.1	0	7
CSc1nc(-c2ccc(N(C)C)cc2)c(C#N)c(=O)n1C	-45	0.1	2.0	-15	48	4	1.6	85*	5
COC(=O)N/N=C/c1sc(N2CCCCC2)nc1-c1cccs1	28	-0.8	25	16	19	-5	-0.6	36	7
COc1cc2nc3c4ccccc4n(CC#N)c3nc2cc1OC	2	-6.7	11	21	21	-2	0.2	51*	6
Cc1cccc(C(C)C)c1NC(=O)COC(=O)Cc1ccsc1	2	-0.1	0.1	7	1	-3	1.2	1	8
CCOc1ccc(Nc2ncnc3c2cnn3Cc2ccccc2)cc1	-2	-2.7	-0.2	-14	-3	-6	-0.9	-6	13
CCOC(=O)c1c(C)cccc1OCC(N)=O	-12	-0.8	-1.0	24	0	-6	-0.1	3	9
Nc1nc(NCc2ccco2)nc(N2CCCCCC2)c1[N+](=O)[O-]	0	-0.6	1.8	-4	-2	-5	-0.3	-7	9
Cc1ccccc1NC(=O)/C=C/c1ccc([N+](=O)[O-])s1	1	-13	71	-15	5	-7	-0.4	4	6
CC(=O)NC(Cc1c[nH]c2ccccc12)C(=O)N1CCc2ccccc2C1 (stereo not drawn)	2	-1.2	0.7	18	-4	-2	0.1	-4	12
O=C(Cn1c(=O)oc2cc(S(=O)(=O)N3CCCC3)ccc21)N1CCN(c2ccccc2)CC1	0	-0.9	1.0	3	2	-5	-0.6	-6	14
Cc1ccc(N(CC(=O)Nc2ccccc2-c2ccccc2)S(=O)(=O)c2ccccc2)cc1	-1	0.4	0.6	25	-3	-1	-0.6	-1	9
O=C(O)c1ccccc1OCc1ccccc1Br	0	0.9	0.1	-4	0	3	0.3	4	7
CC(C)(C)NC(=O)c1ccc(COc2ccccc2Br)o1	1	-1.7	1.3	-43	-2	1	0.2	4	6
O=C(Cn1c(=O)oc2cc(S(=O)(=O)N3CCCCCC3)ccc21)NC1CCCCCCC1	3	2.7	0.9	0	1	-8	0.9	-4	13
Cc1ccc(/C=C/C(=O)O)cc1S(=O)(=O)N(CCO)CCO	-5	0.1	nt	12	-1	-7	0.1	-2	17

Full records from above. Order of screens: Hck Nef HTS, TNF necrop inh, L929 necroptosis, EP2 mod, Runt-CBFb FRET, RBBP9 inh, PERK inhibitor, Runt-SMMHC FRET, EP2 antag
`CSc1nc(-c2ccc(N(C)C)cc2)c(C#N)c(=O)n1C` in the list: -45, 0.1, 2.0, -15, 48, 4, 1.6, 85*, 5
`Cc1cccc(C(C)C)c1NC(=O)COC(=O)Cc1ccsc1` in the list: 2, -0.1, 0.1, 7, 1, -3, 1.2, 1, 8

(listing goes on)
SMILES	Hck Nef HTS	TNF necrop inh	L929 necroptosis	EP2 mod	Runt-CBFb FRET	RBBP9 inh	PERK inhibitor	Runt-SMMHC FRET	EP2 antag
NC(=O)COC(=O)c1ccccc1Oc1ccccc1	16	1.4	2.9	8	0	-2	0.1	-1	1
O=C(COc1ccc([N+](=O)[O-])cc1)Nn1cnnc1	22	1.2	2.5	-3	1	-1	1.5	1	5
Cc1cnc2cc(Cl)c(Cl)cc2n1	15	-1.5	0.2	-2	1	-1	0.7	-4	13
CC(=O)Nc1cc(NC(=O)C2C3C=CC(C3)C2C(=O)O)ccc1Cl (stereo not drawn)	-8	0.5	0.2	17	-1	-1	-0.8	0	8
Cc1cccc(N(CC(=O)NC2CCCC2)C(=O)CS(=O)CC(=O)Nc2ccc3c(c2)OCO3)c1 (stereo not drawn)	0	1.5	1.3	33	-3	0	1.4	5	2
Cc1cccc(-n2c(SCc3ccc([N+](=O)[O-])cc3)nnc2-c2c[nH]c3ccccc23)c1	8	-1.8	-1.0	28	2	-12	0.5	1	3
CC1CN(c2nc3c(c(=O)n(C)c(=O)n3C)n2Cc2c(F)cccc2Cl)CC(C)O1 (stereo not drawn)	1	-2.1	2.1	12	1	-5	-0.9	2	14
CCCOc1ccc(OCC(=O)c2[nH]c(C)c(C(C)=O)c2C)cc1	3	-2.8	0.2	-8	0	-7	-0.7	-1	1
